Screens (PubChem BioAssay)
DAX1 inh-1: blocks DAX1 repression of SF-1 activated StAR promoter; inhibition, % at 6.8 µM; 370,000 compounds, 1.1% hits; AID 652010; HEK293T StAR-luciferase reporter, SF-1/DAX-1 repression relief;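 active = inhibition above the mean over all tested compounds plus 3 SD, cut at about 3.6% in these data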;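 also: 0% = DAX-1 cells with DMSO and 100% = cells lacking DAX-1 with DMSO; higher inhibition means more luminescence from relief of DAX-1 repression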
NPR2 activator: GC-B (human) receptor activation | 370,000 compounds, 0.11% hits | activation, % at 10 µM | P20594 | HEK293-GC-B cells, CNP EC30, cGMP TR-FRET; 0% at EC30 CNP, 100% saturating CNP;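 active = activation at 10 µM reaching about 35% in either raw or pattern-adjusted values, limit read from the data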
GAA850 FXN act: increases GAA850 frataxin promoter reporter activity | HEK293 lucGAA850 FXN promoter luciferase reporter, 24 h; percent of 10 µM SAHA response | activation, % at 6 µM | 360,000 compounds, 0.56% hits | AID 540364;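 active = activation above the average of all compounds screened plus 3 SD, cutoff fixed separately per campaign, cut at about 7.5% in these data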;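 also: 0% = DMSO wells and 100% = 10 µM SAHA wells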
hcDAF12 agonist: activators of H. contortus DAF-12 nuclear receptor; HEK293 hcDAF-12 lit1-tk-luc reporter, luminescence; 0% DMSO, 100% Δ7-dafachronic acid; activation, % at 6.8 µM; 370,000 compounds, 1.4% hits; AID 652067;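 active = activation above the mean of all tested compounds plus 3 SD, cut at about 5.5% in these data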;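 also: 100% = response to 3 µM Δ7-dafachronic acid high control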
proKLK7 act: proKLK7 (human) activation, primary screen | activation, % at 7 µM | 370,000 compounds, 0.9% hits | purified proKLK7, EDANS-DABCYL substrate fluorescence; 100% is mature enzyme control, 0% vehicle | P49862;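 active = activation above the mean of all tested compounds plus 3 SD, computed per campaign excluding outliers beyond control limits, cut at about 13% in these data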
Target sequence (P49862 whole entry, looked up): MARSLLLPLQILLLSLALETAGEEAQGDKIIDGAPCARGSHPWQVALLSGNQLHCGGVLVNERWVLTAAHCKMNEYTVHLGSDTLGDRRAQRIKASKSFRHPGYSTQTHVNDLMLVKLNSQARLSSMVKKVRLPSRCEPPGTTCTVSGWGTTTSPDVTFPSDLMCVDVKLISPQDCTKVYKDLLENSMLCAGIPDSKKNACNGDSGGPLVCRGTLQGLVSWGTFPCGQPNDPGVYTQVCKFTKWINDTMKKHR
hgDAF-12 ag: activates the H. glycines DAF-12 receptor ligand-binding domain. activation, % at 6.8 µM. 370,000 compounds, 1.8% hits. HEK293 GAL4-hgDAF12 UAS-luciferase reporter, agonist luminescence; normalized to butyrate control;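 active = activation above a cutoff set at the mean of all screened compounds plus 3 SD, cut at about 10% in these data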;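 also: 0% = DMSO wells and 100% = sodium butyrate wells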
ssDAF12 agonist: S. stercoralis DAF-12 activation, primary screen; HEK293 ssDAF-12/GRIP1 lit1-tk-luc reporter, luminescence; % of 3 µM dafachronic acid response; activation, % at 6.8 µM; 370,000 compounds, 1% hits;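 active = activation above the mean over all tested compounds plus 3 SD, cut at about 0.9% in these data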;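 also: 0% = DMSO-only wells and 100% = 3 µM delta7-dafachronic acid wells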
sPLA2-III inh: Blocks human group III sPLA2 activity; 370,000 compounds, 0.56% hits; QFRET BODIPY PC-A2 liposome hydrolysis, fluorescence; AID 743126; Q9NZ20; inhibition, % at 12.2 µM;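 active = inhibition above mean plus 3 SD of compounds lying within the high and low control bounds, cut at about 19% in these data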;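 also: 0% = median of test compound wells and 100% = no enzyme DMSO wells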
Target sequence (Q9NZ20 whole entry, looked up): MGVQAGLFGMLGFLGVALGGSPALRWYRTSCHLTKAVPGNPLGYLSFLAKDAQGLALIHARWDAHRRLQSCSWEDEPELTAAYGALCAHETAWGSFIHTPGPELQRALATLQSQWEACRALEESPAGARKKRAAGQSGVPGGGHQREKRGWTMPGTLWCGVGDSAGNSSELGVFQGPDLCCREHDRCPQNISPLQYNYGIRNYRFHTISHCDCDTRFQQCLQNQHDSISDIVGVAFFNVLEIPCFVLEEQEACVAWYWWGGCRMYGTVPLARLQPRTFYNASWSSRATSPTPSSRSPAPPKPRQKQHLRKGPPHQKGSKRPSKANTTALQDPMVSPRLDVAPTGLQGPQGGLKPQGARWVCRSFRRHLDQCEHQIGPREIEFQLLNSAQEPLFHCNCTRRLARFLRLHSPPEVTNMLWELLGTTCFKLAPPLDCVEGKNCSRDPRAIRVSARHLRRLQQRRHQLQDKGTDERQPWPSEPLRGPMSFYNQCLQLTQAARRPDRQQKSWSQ
SMARCA2 act: increases SMARCA2 function in MMTV reporter cells; MG213 cells, MMTV-luciferase reporter, dexamethasone, overnight; activation, % at 9.1 µM; 370,000 compounds, 1% hits; AID 652017; in the data active = activation above about 7.8%;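 also: 0% = vehicle wells and 100% = reference activator wells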
DAX1 inh-2: inhibits human nuclear receptor DAX1 | 340,000 compounds, 0.99% hits | AID 504766 | HEK293 Gal4-DAX1 luciferase reporter, luminescence | inhibition, % at 6.75 µM | P51843;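 active = inhibition above the mean over all tested compounds plus 3 SD, cut at about 4.2% in these data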;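 also: 0% = DAX1-transfected cells with DMSO and 100% = empty-vector control cells with DMSO; inhibition shows as a rise in luminescence from relieved DAX1 repression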
Target sequence (P51843 207-470 limits assumed): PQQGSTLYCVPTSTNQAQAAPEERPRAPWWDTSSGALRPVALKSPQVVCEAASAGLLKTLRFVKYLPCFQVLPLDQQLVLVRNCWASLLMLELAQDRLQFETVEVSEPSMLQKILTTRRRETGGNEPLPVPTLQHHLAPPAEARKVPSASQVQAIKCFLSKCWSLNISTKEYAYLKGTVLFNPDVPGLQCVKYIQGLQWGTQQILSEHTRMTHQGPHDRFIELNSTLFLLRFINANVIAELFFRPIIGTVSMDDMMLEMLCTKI
GC-A act: GC-A (human) enzyme activation. HEK293 GC-A cells, cGMP TR-FRET, EC30 ANP; 0% at EC30 ANP, 100% saturating ANP. activation, % at 10 µM. 370,000 compounds, 0.14% hits; in the data active = activation above about 40%
Numbers without * were called inactive; / = not tested or not shown.

A first look:
SMILES | DAX1 inh-1 | NPR2 activator | GAA850 FXN act | hcDAF12 agonist | proKLK7 act | hgDAF-12 ag | ssDAF12 agonist | sPLA2-III inh | SMARCA2 act | DAX1 inh-2 | GC-A act
CCCCOCCCNCC(=O)Nc1ccc(S(N)(=O)=O)cc1 | -0.8 | 0 | 1.0 | 0.3 | -0.5 | 1.3 | -1.5 | 1 | -5 | 0.0 | 3
Cc1ccc(CN2CCCCC(NC(=O)c3cccc([N+](=O)[O-])c3)C2=O)cc1 (stereo not given) | -1.7 | 0 | / | -1.8 | -0.1 | -1.6 | -0.6 | 2 | -3 | / | 0

The whole of this part, from the start:
SMILES | DAX1 inh-1 | NPR2 activator | GAA850 FXN act | hcDAF12 agonist | proKLK7 act | hgDAF-12 ag | ssDAF12 agonist | sPLA2-III inh | SMARCA2 act | DAX1 inh-2 | GC-A act
CCCCOCCCNCC(=O)Nc1ccc(S(N)(=O)=O)cc1 | -0.8 | 0 | 1.0 | 0.3 | -0.5 | 1.3 | -1.5 | 1 | -5 | 0.0 | 3
Cc1ccc(CN2CCCCC(NC(=O)c3cccc([N+](=O)[O-])c3)C2=O)cc1 (stereo not given) | -1.7 | 0 | / | -1.8 | -0.1 | -1.6 | -0.6 | 2 | -3 | / | 0
Cc1ccc(NC(=S)NCCN2CCOCC2)cc1 | 0.0 | 5 | -0.1 | 0.5 | -0.5 | 2.8 | -1.0 | 17 | 3 | 0.7 | 0
Cc1ccc(NC(=O)CCc2c(C)nc3ncnn3c2C)cc1 | 0.4 | -2 | -0.1 | 0.4 | 0.2 | -1.1 | -1.2 | 3 | -1 | 0.5 | -1
O=C(CSc1nc2ccccc2n1CCc1ccccc1)N1CCOCC1 | 0.1 | -4 | 0.3 | -1.3 | -0.3 | -2.6 | -1.4 | 6 | -4 | -0.7 | -2
Cn1nc(-c2ccccc2)c(C(=O)NC(C(=O)O)c2ccccc2)c1Cl (stereo not given) | 0.3 | -13 | 2.6 | 0.8 | -0.3 | -1.9 | -0.3 | 4 | -2 | / | 5
C[N+]1(C2CCC3CCC2C3O)CCCC1 (stereo not given) | -0.5 | 4 | -2.8 | -1.0 | 0.0 | 0.1 | -0.7 | 6 | 1 | 0.9 | 1
O=C1COc2ccc(C(=O)COC(=O)Cc3ccccc3F)cc2N1 | -0.3 | -3 | -0.9 | -0.3 | 11 | -0.6 | -1.3 | -7 | 1 | -0.3 | -1
Cc1ccc2oc(=O)cc(CN3CCC(C)CC3)c2c1 | -0.7 | -2 | 1.3 | -0.2 | 0.7 | 3.2 | -0.9 | 0 | 2 | 1.2 | 0
O=C(C1CCN(Cc2cc(Cl)ccc2O)CC1)N1CCN(Cc2ccccc2)CC1 | -0.8 | 2 | -3.5 | -0.9 | -0.3 | -1.0 | -1.8 | -8 | -4 | -1.1 | -3
CCCCc1nc2cc(C(=O)N3CCC(OC)CC3)ccc2o1 | 0.8 | -1 | 2.5 | 2.5 | -0.4 | 2.6 | -0.9 | 1 | 3 | 1.7 | 5
CNc1c(NS(=O)(=O)c2ccc3c(c2)CCCC3)c(=O)oc2ccccc12 | 0.4 | -2 | 1.2 | -0.5 | -0.7 | 4.2 | -0.8 | -10 | -2 | 0.2 | -3
CCCCC(=O)Nc1ccc(NC(=S)NC(=O)CCCCl)cc1OC | -0.7 | -1 | 0.3 | -0.1 | 1.0 | -1.4 | -0.6 | -2 | -5 | 0.4 | -5
COc1ccccc1-n1c(SCC(=O)N2CCCCC2)nc2cccnc21 | -0.4 | -5 | -0.7 | -1.7 | 0.3 | 1.4 | -0.8 | -3 | 1 | 1.7 | 1
COc1ccc(C(=O)c2c(O)cc(-c3ccc(OC)cc3)oc2=O)cc1 | -0.8 | -2 | -1.0 | -2.6 | 0.5 | 2.4 | -0.6 | -2 | -1 | 0.7 | 0
Cn1/c(=N/NC(=O)c2ccccc2F)sc2ccccc21 | 1.0 | 1 | 5.5 | 2.9 | 0.2 | 8.1 | -0.3 | 2 | 8.0* | 0.1 | 0
O=C(N/N=C\c1ccccc1F)c1ccc(-c2ccccc2)cc1 | 0.4 | -1 | 0.4 | 1.3 | 1.1 | 4.5 | -0.6 | -2 | 4 | 0.3 | 3
CCOC(=O)Cc1csc(NS(=O)(=O)c2ccc(C(F)(F)F)cc2)n1 | 0.1 | 2 | -2.0 | 0.0 | 0.1 | -1.6 | -0.8 | -16 | -2 | / | -4
COc1cccc(C2CC(C(F)(F)F)n3ncc(C(=O)NCC4CCCO4)c3N2)c1 (stereo not given) | 0.1 | 2 | 0.8 | -0.6 | -0.7 | 2.0 | -1.8 | -17 | 5 | -0.6 | -3
C=CCn1c(=NC(=O)C2COc3ccccc3O2)sc2cccc(OC)c21 (stereo not given) | -0.1 | -8 | 1.0 | 0.3 | 0.3 | 5.1 | -1.9 | 2 | -3 | -1.8 | -6
O=C(CC1CCCC1)N1CC[C@H]2[C@H](CCCN2Cc2ccccc2)C1 | 0.6 | 5 | / | 0.4 | -0.1 | -0.7 | -1.4 | 1 | 2 | / | 2
Cc1c(N=C2NC(=O)C(CC(=O)Nc3ccc(Cl)cc3)S2)c(=O)n(-c2ccccc2)n1C (stereo not given) | -0.4 | 0 | -1.9 | -0.7 | -0.2 | -0.5 | -1.3 | -11 | -1 | 1.2 | 0
CCCC[C@@H](CCCc1ccc(F)cc1)CCC(=O)N(c1ccccc1)c1ccccc1 | 0.1 | 6 | / | 0.7 | -0.1 | -0.4 | -1.0 | 12 | 0 | / | 5
C=CCOc1ccc(/C=C(\C#N)C(=O)Nc2ccccn2)cc1 | -0.2 | 1 | 1.7 | 0.9 | 1.0 | 0.9 | -0.6 | 3 | 0 | 0.1 | -2
O=C1c2ccccc2NC(c2cn[nH]c2-c2ccc(Cl)cc2)N1O (stereo not given) | -0.2 | -3 | 1.2 | 0.3 | -0.6 | -2.5 | -0.7 | 8 | -3 | -0.1 | -1
COc1cc(/C=N/NC(=O)CC#N)ccc1Oc1nc(Cl)ncc1F | -0.3 | -5 | 0.5 | 0.3 | -0.3 | 0.0 | -1.6 | -29 | 0 | 0.3 | 3
Cc1ccc(/C=C(\C#N)C(=O)Nc2cccc3ncccc23)o1 | -0.9 | -5 | -1.5 | -2.6 | -0.1 | -0.2 | -1.9 | -12 | -1 | 0.2 | -12
O=C(COc1ccc2ccccc2c1)NN1C(=O)c2ccccc2C1=O | -0.1 | -3 | 2.3 | -0.1 | -0.2 | -1.5 | -1.1 | -6 | -3 | -1.8 | 0
COCCNC(=O)CSc1cc(=O)n(C)c2cc(Cl)ccc12 | 0.0 | 4 | -0.8 | 1.3 | 0.3 | -2.1 | -1.6 | 2 | 2 | -0.2 | 0
COc1ccc(NC(=O)CC(C(=O)O)C(C)c2ccccc2)cc1 (stereo not given) | -0.4 | 4 | 2.4 | -2.8 | -0.3 | -1.6 | 0.4 | 2 | -1 | 3.6 | 5
COc1cc2c(cc1OC)C(c1cccc([N+](=O)[O-])c1)=NCC2 | -0.8 | 6 | 4.3 | -1.8 | 0.3 | -1.9 | -1.8 | 14 | -1 | -1.2 | 7
CCOC(=O)c1sc(NC(=O)Nc2ccccc2Cl)cc1C | 7.8* | -3 | 6.0 | 15* | -0.9 | 20* | 1.1* | -18 | 1 | -0.4 | -9
CN1CCN(NC(=O)Nc2ccc(Br)cc2)CC1 | 0.0 | 0 | 1.8 | 1.1 | 0.0 | -0.7 | -1.2 | 4 | 1 | 0.6 | 0
Cc1ccsc1/C=N/NC(=O)c1ccc([N+](=O)[O-])cc1 | 0.4 | -1 | 2.3 | -0.5 | 0.2 | 8.4 | -0.7 | -4 | 0 | 1.1 | 2
O=C(CC(Nc1ccccc1)C(=O)O)c1ccccc1 (stereo not given) | 2.2 | -4 | 5.6 | 4.0 | 0.7 | 3.4 | -0.4 | -4 | 4 | 3.1 | 2
Cc1ccc(C)c(OCCC(=O)OCC(=O)N(C)c2c(N)n(Cc3ccccc3)c(=O)[nH]c2=O)c1 | -0.7 | -1 | 2.5 | 0.3 | -0.2 | -0.2 | -1.0 | -9 | -2 | -1.5 | 1
Cn1c(N)c(C(=O)c2ccccc2)c(=O)n(C)c1=O | -0.3 | 2 | -0.2 | -1.1 | 0.6 | -1.5 | -0.4 | 4 | -1 | 0.7 | 5
COc1ccccc1/C=C1\SC(N2CCC(C)CC2)=NC1=O | 0.2 | -2 | 5.9 | -0.2 | 0.4 | 0.9 | -0.9 | -8 | 0 | 0.5 | 3
CCN1CCN(C(=S)Nc2cccc([N+](=O)[O-])c2)CC1 | 0.3 | 4 | 3.6 | 0.7 | -0.3 | 2.2 | -1.3 | 8 | 0 | -0.1 | 4
Cc1cccc(-n2nnnc2-c2cnccc2C(F)(F)F)c1C | -0.6 | 0 | 0.5 | -1.9 | -0.1 | 1.9 | -0.8 | 5 | -4 | 0.0 | 2
NNC(=O)c1oc2nc(-c3ccccc3)cc(-c3ccco3)c2c1N | -0.8 | -18 | 0.0 | -1.3 | -7.3 | -0.1 | -2.1 | -5 | 0 | / | -18
O=C(CN1C(=O)NC2(CCCCCC2)C1=O)Nc1ccc([N+](=O)[O-])cc1 | -2.9 | -1 | 0.6 | 0.4 | -0.4 | -0.5 | -0.5 | -3 | -2 | 0.1 | -1
O=C(N/N=C/c1ccc[nH]1)c1ccc2c(c1)OCO2 | 0.2 | 0 | 0.9 | 0.7 | 1.3 | 11* | -1.4 | 5 | 4 | -0.1 | 3
COc1ccc(CNC(=O)C2C3C=CC4(CN(Cc5cccnc5)C(=O)C24)O3)cc1 (stereo not given) | -0.5 | 3 | -0.9 | -2.6 | 0.1 | -0.3 | -0.4 | 6 | -3 | 0.5 | 4
COc1ccccc1C(=O)NCC(=O)N1CCN(S(=O)(=O)c2ccc3c(c2)OCCO3)CC1 | -0.5 | -2 | -0.1 | -0.5 | -0.8 | 2.4 | -1.7 | -2 | 3 | -0.6 | -4
CC(C)N(C(=O)[C@H]1C[C@H](CC(=O)NCCN2CCOCC2)C(=O)N2CCc3c([nH]c4ccc(Cl)cc34)[C@]12C)C(C)C | 5.5* | -3 | -1.2 | -0.8 | -0.2 | -2.5 | -1.7 | -15 | -4 | -0.6 | 4
CP(=O)(Nc1cc(Cl)ccc1Cl)c1nc2c(s1)CCCC2 (stereo not given) | 0.3 | -7 | 2.7 | -0.3 | -0.5 | 0.8 | -1.9 | 5 | -3 | 0.0 | -7
CCN(CC)c1ccc(/C=N/Nc2nc(C)cc(C)n2)c(O)c1 | -0.9 | 3 | 0.8 | -3.9 | -4.2 | -0.2 | -0.2 | 5 | 3 | -1.1 | 3
CC[C@H](C)[C@H](NC(=O)OCc1ccccc1)C(=O)OCC(=O)N1CCN(c2ccc(F)cc2)CC1 | -2.0 | -4 | -0.1 | -2.3 | 0.5 | -0.6 | -2.1 | -10 | -5 | -0.7 | -6
COc1ccc(OC)c(CC(NC(C)=O)C(=O)NC2CCN(c3c(Cc4ccccc4)c(C)nc4ncnn34)CC2)c1 (stereo not given) | -0.7 | 2 | -2.2 | -0.4 | 0.9 | 3.1 | -1.3 | 1 | -1 | 0.5 | 1
